Jurkat NFkB inh: lowers PMA/ionomycin-induced NF-kB signal in Jurkat cells; PMA/ionomycin-induced NF-kB luciferase reporter, luminescence; AID 435003; 0.53% of 330,000 active; inhibition, % at 4 µM; in the data active means inhibition above about 50%
APJ antagonist: antagonists of human APJ apelin receptor | inhibition, % at 20 µM | CHO-K1 APJ beta-arrestin complementation, luminescence | 0.32% of 330,000 active | P35414;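 active means inhibition above about 40% at 20 µM, limit read from the data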;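 further: cells challenged with 10 nM apelin-13 agonist together with compound; plate controls were apelin-13 plus DMSO wells for no effect and DMSO wells lacking apelin-13 for full effect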
Target sequence (P35414 whole entry, looked up): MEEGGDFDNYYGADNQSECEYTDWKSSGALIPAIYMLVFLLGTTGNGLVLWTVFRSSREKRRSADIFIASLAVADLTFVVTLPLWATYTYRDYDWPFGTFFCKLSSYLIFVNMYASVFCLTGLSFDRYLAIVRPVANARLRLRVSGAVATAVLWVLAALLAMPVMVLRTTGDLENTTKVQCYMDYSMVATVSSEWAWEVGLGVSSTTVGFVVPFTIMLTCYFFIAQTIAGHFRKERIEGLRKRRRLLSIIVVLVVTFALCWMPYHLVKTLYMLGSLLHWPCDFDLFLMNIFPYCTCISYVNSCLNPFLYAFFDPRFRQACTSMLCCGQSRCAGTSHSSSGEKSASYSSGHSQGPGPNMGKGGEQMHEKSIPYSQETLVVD
697 NFkB inh: lowers PMA/ionomycin-induced NF-kB signal in 697 B cells; 0.33% of 330,000 active; 697 B-cell NF-kB luciferase reporter, 16 h; inhibition, % at 4 µM; in the data active means inhibition above about 35%
EBI2 block: blocks human EBI2 receptor beta-arrestin signaling; inhibition, % at 5 µM; 0.81% of 360,000 active; EBI2 beta-arrestin recruitment, luminescence, 7a,25-OHC stimulated; P32249; in the data active means inhibition above about 38%;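 further: enzyme fragment complementation signal reports receptor beta-arrestin coupling in cells; 0% = agonist plus DMSO wells and 100% = wells without agonist; some results beyond the cut were filed as inactive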
Target sequence (P32249 whole entry, looked up, the tested form may be a part): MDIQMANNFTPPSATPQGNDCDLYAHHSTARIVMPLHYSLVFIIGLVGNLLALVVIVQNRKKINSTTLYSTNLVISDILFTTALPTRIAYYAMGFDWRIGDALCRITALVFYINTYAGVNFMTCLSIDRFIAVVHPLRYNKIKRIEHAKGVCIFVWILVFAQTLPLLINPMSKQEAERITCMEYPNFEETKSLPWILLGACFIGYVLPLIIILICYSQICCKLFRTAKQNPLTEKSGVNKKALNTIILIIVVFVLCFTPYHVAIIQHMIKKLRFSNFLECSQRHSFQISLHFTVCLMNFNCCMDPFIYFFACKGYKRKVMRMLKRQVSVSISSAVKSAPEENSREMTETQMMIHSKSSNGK
Gli-Sufu block: Gli-Sufu pathway antagonism; Sufu-KO-LIGHT fibroblasts, Gli luciferase reporter luminescence; 0.74% of 340,000 active; AID 588413; inhibition, % at 5 µM;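 active means inhibition above about 55%, limit read from the data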;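 further: 0% = DMSO-treated cells and 100% = wells with medium but no cells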
UBC13 polyUb: human UBC13 polyubiquitination inhibition; UBC13 polyubiquitin chain formation, TR-FRET; inhibition, % at 20 µM; 0.47% of 330,000 active; in the data active means inhibition above about 45%, passing the limit was not always enough
CCR6 antagonist: CCR6 (human) receptor antagonism; P51684; CHO-K1 CCR6 PathHunter beta-arrestin, luminescence, CCL20-stimulated; inhibition, % at 20 µM; 0.49% of 340,000 active; AID 493098;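 active means compounds whose inhibition of the agonist-driven luminescence signal at 20 µM reaches about 50%, limit read from the data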;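 further: cells stimulated with CCL20 at 14 nM final; plate controls were DMSO with CCL20 for no effect and DMSO without agonist for full effect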
CXCR6 inh: inhibitors of human CXCR6 receptor; CHO-K1 PathHunter CXCR6 beta-arrestin, luminescence; inhibition, % at 20 µM; 0.36% of 360,000 active; AID 602244; in the data active means inhibition above about 34%, passing the limit was not always enough;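 further: antagonist mode with CXCL16 agonist at 10 nM final; 0% = 10 nM CXCL16 with DMSO and 100% = unstimulated wells without agonist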
Target sequence (O00574 whole entry, looked up): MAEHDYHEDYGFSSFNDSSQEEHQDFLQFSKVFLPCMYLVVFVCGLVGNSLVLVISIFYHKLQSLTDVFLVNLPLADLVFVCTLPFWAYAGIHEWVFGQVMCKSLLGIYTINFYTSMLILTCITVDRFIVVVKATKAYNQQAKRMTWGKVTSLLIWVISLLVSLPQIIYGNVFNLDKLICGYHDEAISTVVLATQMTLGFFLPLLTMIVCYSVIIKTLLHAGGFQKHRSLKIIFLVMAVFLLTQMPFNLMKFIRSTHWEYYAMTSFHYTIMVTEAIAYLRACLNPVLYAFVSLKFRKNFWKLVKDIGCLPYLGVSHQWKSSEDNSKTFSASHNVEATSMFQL
* hit, by the source's call; nt = no result given.

Each structure is followed by: APJ antagonist, UBC13 polyUb, CXCR6 inh, Gli-Sufu block, CCR6 antagonist, EBI2 block, 697 NFkB inh, Jurkat NFkB inh
> COc1ccc(S(=O)(=O)NCC2CCCN(Cc3ccc(C)o3)C2)cc1 (stereo not drawn)
  -4, -6, 0, 22, 18, 0, -10, -3
> COc1ccc(CCNc2c([N+](=O)[O-])c(=O)oc3ccccc23)cc1OC
  6, 5, -1, 4, 9, -14, 23, 5
> CC(=O)N1CCc2cc(S(=O)(=O)NC(C(=O)NC(C)c3ccccc3)C(C)C)ccc21 (stereo not drawn)
  16, -4, -4, -16, -4, 0, 9, -8
> COc1ccc(NC(=O)CN(C)S(=O)(=O)c2cccc3nsnc23)cc1
  10, -11, 0, 2, 5, -6, 7, 5
> CCC/C(O)=C1\C(=O)CC(C)(C)CC1=Nc1cccc([N+](=O)[O-])c1
  6, -8, -3, 13, 13, -6, 19, 10
> CCOc1ccccc1OCCC(=O)OCC(=O)Nc1c(C)nn(-c2ccccc2)c1C
  -2, 0, -2, -10, 2, -2, -17, 14
> C/C(O)=C(\C#N)P(=O)(c1ccccc1)c1ccccc1
  1, 0, 2, -4, -1, -7, 15, -8
> CC(=O)c1c(C)[nH]c(C(=O)OCC(=O)Nc2cccc(S(=O)(=O)N3CCCC3)c2)c1C
  -14, -4, -19, 58*, 4, -8, -17, 46
> NC(=O)NCC12CC3CC(CC(C3)C1)C2
  -5, 7, -3, 4, 16, 0, 20, 16
> COC(=O)CSc1nnc(-c2ccc(S(=O)(=O)N3CCCC3)cc2)o1
  9, 1, 4, 4, 5, -5, 4, 24
> Cc1nn(-c2ccccc2)c(Cl)c1C1C(C#N)=C(N)OC2=C1C(=O)CCC2 (stereo not drawn)
  -9, -10, 2, 2, 6, 1, -6, -9
> Cc1cc(C)cc(NCc2cc(=O)oc3cc(-c4ccccc4)c(O)cc23)c1
  -11, -12, -2, -8, 7, 3, -2, -3
> O=C(COC(=O)c1ccc(Br)o1)NCCc1ccccc1
  -5, 8, 0, 1, 2, -5, 10, 0
> CN(C)C(=O)c1ccc(NC(=O)COC(=O)C2CCN(S(=O)(=O)c3ccc4c(c3)OCCO4)CC2)cc1
  9, 6, 4, 13, 1, 8, 16, 14
> Cc1ccc2nc(SCC(=O)N3CCC(C)CC3)nc(=O)n2c1
  -9, -8, -1, -9, 6, -5, -8, -5
> Cc1nn(C)c(C)c1CN(C)S(=O)(=O)c1ccc(F)cc1
  1, 5, -8, 3, -4, -5, -14, 15
> COCCNC(=O)c1ccc(CS(=O)(=O)c2ccc(OC)cc2)o1
  7, -3, 2, -14, 2, -12, -7, 0
> O=C(N/N=C/c1ccc[nH]1)c1cccc(Br)c1
  9, 14, 6, -2, 13, -4, 15, 8
> COc1ccc(NC(=O)COC(=O)CCNC(=O)c2ccco2)cc1Cl
  -2, 4, 1, 4, -2, 3, 5, 10
> N#CC1CC(c2ccccc2)Nc2cc(Cl)ccc2N1 (stereo not drawn)
  1, 7, -7, -2, 3, 13, -153, -16
> COC(=O)c1sc(NC(=O)C2c3ccccc3Oc3ccccc32)c(C(=O)OC)c1C
  -12, 27, -2, 10, 9, 5, 3, 13
> CNC(=S)N1CCc2cc(OC)c(OC)cc2C1COc1ccc(F)cc1 (stereo not drawn)
  -23, -10, 11, -2, 2, 4, -11, 0
> CS(=O)(=O)N(Cc1nnc(-c2cccs2)o1)c1ccc(Cl)cc1F
  -17, -14, 7, 3, 13, -3, 0, -5
> CC(C)C[C@H](NC(=O)OC(C)(C)C)c1n[nH]c(=S)n1N
  -16, -24, 0, 16, 3, -4, -52, -39
> CC(C)CN1CCC(Oc2cccc(C(=O)NCCc3ccccc3)c2)CC1
  11, 11, -1, 11, 6, 7, 5, -19
> CN1C(=O)C(O)(C2COC(C)(C)CC2=O)c2cc(Br)ccc21 (stereo not drawn)
  10, -3, 16, 1, 49, 18, 9, 3
> COc1ccc(N=Nc2c(C)n[nH]c2C)cc1
  2, 6, -4, 19, 9, -9, 5, -8
> CN(C)S(=O)(=O)c1ccc(C(=O)OCc2ccc(C#N)cc2)cc1
  -38, 5, -8, 10, 20, 5, -2, -10
> CN1CCN(C(=O)c2ccc3c(c2)NC(=O)C(N2CCOCC2)S3)CC1 (stereo not drawn)
  -14, 1, -4, 10, 0, -8, -1, -11
> CN1C(=O)C(C)(C)c2cc(S(=O)(=O)NCC(=O)NCc3ccccc3)ccc21
  17, -6, -6, 0, 8, -5, 6, 15
> CCCCc1ccc(Nc2nc(N3CCOCC3)nc(N3CCOCC3)n2)cc1
  19, 1, -8, 14, 5, 12, -13, -4
> CCCCOc1ccc(CSC(=N)N)cc1Cl
  -31, 10, 0, 7, 4, -13, 9, -12
> O=C(O)c1cc(-c2ccc(Cl)cc2)n(-c2cccc(Cl)c2)n1
  -3, -12, 10, 3, 6, -7, 3, 1
> CCOC(=O)C1(Cc2ccccc2C)CCCN(S(C)(=O)=O)C1 (stereo not drawn)
  1, -12, 3, 37, -5, 0, -35, -10
> CCc1nccn1-c1cc(C(C)(C)C)nc2c(-c3ccc(Cl)cc3)cnn12
  3, -6, 3, -10, -1, 20, -30, -23
> CN(C)CCCN(C(=O)COc1ccc(Cl)cc1)c1nc2cc3c(cc2s1)OCO3
  14, 35, -8, 15, -12, -4, 5, -8
> c1nnnn1C12CC3CC(CC(C3)C1)C2
  12, -4, 1, 8, -3, -3, -15, -8
> CCOc1cccc(/C=N/NC(=O)c2cc(C3CC3)[nH]n2)c1O
  -6, -16, -6, 26, -11, 6, -29, 13
> O=C(Cc1coc2cc(O)ccc12)NNC(=O)c1ccc(Br)s1
  15, 6, -2, 3, 5, 7, -1, -20
> COc1ccccc1C(=O)N/N=C(\C)CC(=O)Nc1ccccc1NC(C)=O
  -4, -1, -6, -9, 0, 4, -4, -2
> CCOC(=O)c1[nH]c(C(=O)O)c(CCN(CC)CC)c1C
  10, 2, 0, 5, 7, 0, 0, 7
> CC1CCN(C(=O)CCNS(=O)(=O)c2ccccc2)CC1
  4, 9, 1, -27, -7, 2, -8, -30
> Cc1ccc(C)n1-c1ccc(-c2ccnc(N)n2)cc1
  nt, nt, -8, 2, 12, -2, nt, nt
> O=C(CCNC(=O)c1ccccc1Cl)NCc1ccco1
  8, 2, -1, -11, -2, -8, 5, -6
> Cc1noc(C)c1C(=O)Nc1ccccc1N1CCOCC1
  0, 6, 3, 0, 2, 0, 7, 11
> CC(=O)c1cccc(NC(=O)c2cccc3ccccc23)c1
  -34, -1, -1, 3, 2, -2, 29, 13
> c1ccc(Cn2nnc(CNc3ccccc3)c2-c2c(CNc3ccccc3)nnn2Cc2ccccc2)cc1
  -13, -7, 9, 9, 10, 16, -9, 14
> CC1CCN(c2c(NCc3ccc(C(=O)N4CCc5ccccc54)cc3)c(=O)c2=O)CC1
  -16, 1, -2, 17, 4, 4, -7, 58*
> CCc1ccc(CNc2ccc(O)cc2)cc1
  -9, -28, -4, -1, 17, -7, 21, 15
> Cc1ccc(S(=O)(=O)NNC(=O)c2c(O)c3ccccc3[nH]c2=O)cc1
  3, -9, -4, 2, -2, 1, 7, -2
> COc1ccccc1N1CCN(Cc2cn[nH]c2-c2ccc(F)cc2)CC1
  9, 4, -7, 10, 3, -2, 9, 9
> O=C(CSc1cn(CCNC(=O)c2cccs2)c2ccccc12)NC1CCCC1
  4, -8, 2, -1, 13, 4, -2, 5
> CCOC(=O)c1oc2cc(OCC(N)=O)ccc2c(=O)c1-c1ccc(OC)c(OC)c1
  4, 2, -8, -5, 3, -1, 18, 14
> Cc1cc(Br)ccc1SCC(=O)OCC(=O)N1CCN(C(=O)c2ccco2)CC1
  -26, 1, 1, -2, 6, -7, 0, -12
> CCN(CC1COc2ccccc2O1)C(=O)c1ccc(Cl)c(S(=O)(=O)N2CC(C)OC(C)C2)c1 (stereo not drawn)
  4, -3, 3, 17, 5, 6, -60, 19
> Cc1[nH]c2ccccc2c1SCc1nnc(SCc2ccccc2)n1C
  -1, 5, 5, -10, -7, 4, 18, 4
> CCCCn1c(N)c(N(CC)C(=O)CCc2ccccc2)c(=O)[nH]c1=O
  -4, -10, 4, 3, 9, -8, -11, -15
> Cc1c(C(=O)Oc2cc(N)n(S(C)(=O)=O)n2)cccc1[N+](=O)[O-]
  40, 6, 10, -1, 18, 5, 17, 2
> COc1cccc(N/C=C/C(=O)c2ccc(Br)cc2)c1
  12, 0, 8, -125, 8, 16, -192, -132
> Cc1ccc(S(=O)(=O)NCc2ccc3c(c2)cc(C)n3C)cc1
  14, 9, -10, -10, -2, -6, 8, 1

Pulled one by one from above (two):
Each structure is followed by: APJ antagonist, UBC13 polyUb, CXCR6 inh, Gli-Sufu block, CCR6 antagonist, EBI2 block, 697 NFkB inh, Jurkat NFkB inh
> O=C(Cc1coc2cc(O)ccc12)NNC(=O)c1ccc(Br)s1
  15, 6, -2, 3, 5, 7, -1, -20
> O=C(CSc1cn(CCNC(=O)c2cccs2)c2ccccc12)NC1CCCC1
  4, -8, 2, -1, 13, 4, -2, 5

Following part
Each structure is followed by: APJ antagonist, UBC13 polyUb, CXCR6 inh, Gli-Sufu block, CCR6 antagonist, EBI2 block, 697 NFkB inh, Jurkat NFkB inh
> CCc1ccc(S(=O)(=O)Nc2cccc(C3OCCCO3)c2)cc1
  -27, -1, 0, 18, 14, -7, -12, 4
> O=C(NCC(F)(F)F)Nc1ccccn1
  -7, -9, 1, 0, 3, -10, 17, 0
> CCOC(=O)c1c(C)[nH]c(C)c1C(=O)COC(=O)c1cccnc1SC
  -1, 7, 6, -6, 9, -1, 0, -6
> Fc1ccc(N2CCN(Cc3cnc(Oc4ccc(Br)cc4)s3)CC2)cc1
  6, -6, -3, -12, 12, 46*, -14, -13
> c1ccc(NCc2cccnc2)cc1
  -6, -1, 0, -4, -9, -1, 5, -4
> CC(C)Nc1nnc(SCC(=O)NCc2ccc3c(c2)OCO3)s1
  -5, -7, -8, 0, 7, 4, -16, 0
> O=C(Nc1ccc2c(c1)Cc1ccccc1-2)c1ccccc1F
  -15, -5, -4, -85, 6, -2, -323, -161
> CC(Sc1ccccc1)C(=O)NCC(c1ccco1)N1CCCCC1 (stereo not drawn)
  21, 0, 6, 17, 2, -5, 1, 7
> O=C(Nc1cc2c(cc1Cl)OCCCO2)c1ccc(F)cc1
  4, -2, -15, -72, 5, 3, -73, -70
> O=C(c1ccccc1Br)N1CCCC(c2nc(-c3cccs3)no2)C1 (stereo not drawn)
  4, -4, 1, -14, 15, 10, -37, -3
> Cc1ccccc1CN1CCN(S(C)(=O)=O)CC1
  16, 8, -2, 4, -15, -5, 1, 4
> O=C(CNC(=O)c1ccc(Cl)c([N+](=O)[O-])c1)OCN1C(=O)c2ccccc2C1=O
  -8, 4, 5, -3, -11, -7, -7, -13
> CC(=O)N1CCN(CCN=CC2=C(O)CC(C)(C)CC2=O)CC1
  0, 19, -7, 4, 4, -20, 13, 4
> CCCCn1c(N)c(N(CC(C)C)C(=O)c2ccncc2)c(=O)[nH]c1=O
  7, 4, 0, -7, 5, -24, 17, 5
> CCn1c(NCc2ccccn2)nc2ccccc21
  14, -1, -1, -12, 10, -12, -2, -5
> NS(=O)(=O)c1cccc(NC(=O)COC(=O)Cn2cc(C(F)(F)F)ccc2=O)c1
  1, -3, -1, 12, 2, -5, 13, 4
> COc1ccc(CCNC(=S)N2CCC(C(N)=O)CC2)cc1
  -2, -2, 3, -4, 3, -2, 0, -3
> Cc1ccc(-c2csc(N3CCN(c4cc5c(cc4Cl)nc(-c4ccncc4)n5CCN4CCCCC4)CC3)n2)cc1
  6, 13, -2, 7, 7, 5, 17, 4
> CC[C@H]1CCCCc2ccccc2[C@@H](C(=O)C[C@@H](O)CC(C)=O)OC1=O
  4, -4, -1, -8, 0, -2, -90, 8
> Cc1cccc(C(=O)NCc2nnc(SCC(=O)N3CCN(c4ccccc4)CC3)n2C)c1
  9, -1, -6, 4, 5, 4, 5, -5
> CC(=O)c1cccc(NC(=O)COC(=O)Cn2cnc3ccccc32)c1
  3, -1, 7, -6, 3, 7, 9, 3
> c1ccc(-n2ncc3c2ncn2nnnc32)cc1
  -14, 5, 4, 6, 4, -4, 5, -3
> Nc1ccc2oc(-c3cccc(Br)c3)nc2c1
  -8, 10, -11, -75, -6, -9, -182, -177
> CCOc1ccc(-c2c(C(=O)N/N=C/c3sccc3C)nnn2-c2nonc2N)cc1
  10, -6, 1, -13, 14, 4, 16, 18
> Cc1ccccc1OCC(=O)N1CCN(C(=O)COc2ccccc2C)CC1
  -4, 2, 2, 6, 0, 28, -5, -4
> O=C(O)c1cccnc1SCc1cccc(Br)c1
  -30, -1, -4, 2, -5, -9, 7, -16
